# Screening results as filed in PubChem BioAssay.
# AmpC inh no detg = inhibitors of E. coli AmpC beta-lactamase without detergent | P00811 | AmpC nitrocefin hydrolysis, absorbance 480 nm, 0.0001% Triton | Potency, µM (series often up to 57.1 µM), without a hit: at the top dose activity change, negative = inhibition, hits mostly inhibitors | hit rate 0.52% among 330,000 | AID 485341;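 also: potency is read from the fitted curve at half-maximal effect; plate controls were no compound for no effect and no enzyme for full effect; nearly all actives have a fitted effect of over 20% in size; some results filed as inactive show a strong effect at the top dose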
# Target sequence (P00811 whole entry, looked up): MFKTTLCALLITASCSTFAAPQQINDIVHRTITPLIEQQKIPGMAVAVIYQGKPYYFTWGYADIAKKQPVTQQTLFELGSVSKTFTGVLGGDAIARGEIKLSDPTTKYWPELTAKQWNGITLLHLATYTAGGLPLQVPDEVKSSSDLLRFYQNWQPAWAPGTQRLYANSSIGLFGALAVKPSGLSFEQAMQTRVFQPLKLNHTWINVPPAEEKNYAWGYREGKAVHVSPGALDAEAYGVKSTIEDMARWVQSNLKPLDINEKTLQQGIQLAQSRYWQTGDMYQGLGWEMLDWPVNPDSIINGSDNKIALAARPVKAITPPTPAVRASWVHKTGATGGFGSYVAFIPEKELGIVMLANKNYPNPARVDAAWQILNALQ
#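 AmpC (5.3 nM in the dispensed reagent) in 20 mM phosphate pH 7.0 with 0.01% (detergent screen) or 0.0001% Triton X-100 was preincubated with compounds for 15 min at room temperature. Nitrocefin was then added from an 800 uM solution, and hydrolysis was followed at 480 nm.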
# HCMV antiviral = inhibitors of human cytomegalovirus | HFF cells, HCMV-luciferase reporter, 72 h; stronger effect = lower value | activity change, negative = inhibition, % at 57.5 µM | hit rate 4.5% among 410,000 | AID 1259415; in the data active = activity change below about -60%; inconclusive = no clear call, values can overlap the other calls; inactive = above about -39%
#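 Luciferase read-out from HCMV-luciferase-infected HFFs (MOI 1 PFU/cell) 72 h post infection at 37C; compounds added after 16 h cell attachment; activity normalized between buffer-only basal and Salinomycin (10uM) inhibitor controls.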
# AmpC detergent = inhibitors of E. coli AmpC beta-lactamase with detergent | hit rate 0.041% among 370,000 | AID 485294 | Potency, µM (titrated, usually from 114 µM), without a hit: at the highest dose activity change, negative = inhibition, actives largely listed as inhibitors | AmpC hydrolysis of nitrocefin, absorbance 480 nm, 0.01% Triton;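 also: potency is read from the fitted curve at half-maximal effect; 0% = no-compound wells and -100% = no-enzyme wells; nearly all actives have a fitted effect of over 25% in size; some results filed as inactive show a strong effect at the top dose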
#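 AmpC (5.3 nM in the dispensed reagent) in 20 mM phosphate pH 7.0 with 0.01% (detergent screen) or 0.0001% Triton X-100 was preincubated with compounds for 15 min at room temperature. Nitrocefin was then added from an 800 uM solution, and hydrolysis was followed at 480 nm.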
# Sm TGR inh = blocks Schistosoma mansoni thioredoxin glutathione reductase | Q962Y6 | purified TGR, DTNB reduction, TNB absorbance 405 nm | Potency, µM (doses to about 114 µM), for the others: at the top dose activity change, negative = inhibition, actives largely listed as inhibitors | hit rate 3% among 360,000 | AID 485364; also: potency is read from the fitted curve at half-maximal effect; nearly all actives have a fitted effect of over 60% in size
#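 First, TGR (20 nM dispensed) and NADPH were mixed with compound. Second, a 15 min room-temperature incubation followed. Third, further NADPH and then DTNB were added to start the reaction. Finally, TNB absorbance was monitored kinetically.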
# HCV inhibitor = HCV inhibition. Potency, µM (doses to about 41.8 µM), without a hit: top-dose activity change, negative = inhibition, usual class: inhibitors. hit rate 3.4% among 340,000. Huh7.5.1 HCVcc-Cre infection, luciferase reporter, 44 h; also: potency is read from the fitted curve at half-maximal effect
#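 Whole-lifecycle infectious HCVcc-Cre system; cells 1,000/well, compound then virus (~0.5 moi) added 4 h after plating, 44 h culture. Luciferase read 15 sec following 15 min substrate incubation, room temp.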
# FBPA Giardia inh = inhibitors of Giardia lamblia fructose-1,6-bisphosphate aldolase; purified Giardia FBPA; Potency, µM (top dose mostly 59.6 µM), without a hit: top-dose activity, negative = inhibition, hits mostly inhibitors; hit rate 0.71% among 290,000; also: potency is read from the fitted curve at half-maximal effect; nearly all actives have a fitted effect of over 55% in size
# Target sequence (A8B2U2 whole entry, looked up): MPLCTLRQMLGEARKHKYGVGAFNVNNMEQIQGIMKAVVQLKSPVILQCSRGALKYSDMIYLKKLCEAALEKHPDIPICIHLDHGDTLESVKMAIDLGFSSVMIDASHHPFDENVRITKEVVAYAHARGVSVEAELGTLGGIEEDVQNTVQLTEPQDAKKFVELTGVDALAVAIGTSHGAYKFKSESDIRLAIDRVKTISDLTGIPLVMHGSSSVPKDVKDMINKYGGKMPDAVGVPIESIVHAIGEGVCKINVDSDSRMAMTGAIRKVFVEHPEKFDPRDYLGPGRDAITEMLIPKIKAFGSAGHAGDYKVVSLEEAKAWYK
#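 Giardia FBPA (40 nM reagent) was preincubated 10 min at RT with compound (up to 57.5 uM final), then substrate plus GAPDH/TPI/NAD/arsenate coupling system with diaphorase/resazurin was added; resorufin fluorescence (525/598 nm) was read after 20 min.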
# * marks the source's active call; other numbers are inactive results; u = inconclusive; x = no result given; & = joins results of further samples; [ ] = dose if it differs, or a comment. Unless noted, calls follow the shape of the dose curve; as a rule, active = well fitted curve in the direction sought with a large enough effect; inconclusive = small, poorly fitted or top-dose-only effect, or another doubt; inactive = no such curve, though single readings can be large; an effect the other way counts as inactive or inconclusive. Unless noted, % is scaled to controls: 0 for no effect and ±100 for the full control effect.
# Start of the data: the first 13 records, to show the layout:
SMILES,AmpC inh no detg,HCMV antiviral,AmpC detergent,Sm TGR inh,HCV inhibitor,FBPA Giardia inh
Cc1ccc(Cn2nc(C)c(C(=O)NCC(c3cccs3)N3CCOCC3)c2Cl)cc1 (stereo not drawn),278%[activator],u,7%,3%,4%,x
Cc1c(-c2cccc(NC(=O)Nc3ccc(Cl)cc3)c2)nc2ncccn12,x,-86*,8%,2%,x,x
COc1ccc(-c2cc(C(=O)Nc3cc(C)nn3-c3ccccc3)no2)cc1OC,-23%,1&15,-4%&21%,u,u,1%
O=C(COC(=O)c1cc([N+](=O)[O-])ccc1N1CCOCC1)Nc1ccc(Cl)cn1,-57%,-102*,2%,1%,u,x
CC(=O)Nc1c(C(=O)NCc2ccccc2)nnn1Cc1ccccc1,-11%,50,u,17%,8%,0%
O=C(NCC(=O)N1CCN(Cc2ccccc2)CC1)c1cccs1,-24%,44,x,x,7%,x
Cc1ccc(S(=O)(=O)N(C)C)cc1NC(=O)CCc1ccccc1,-27%,3,3%,3%,-1%,3%
O=c1[nH]c2ccccc2c(=O)n1-c1ccc(Cl)c(Cl)c1,x,-21,15%,11%,x,x
N#C/C(=C\Nc1ccc(Cl)cc1)S(=O)(=O)c1ccccn1,-13%,12,7%,-1%,-3%,-1%
Nc1nc(Nc2cccc(Cl)c2)sc1C(=O)c1ccc(F)cc1,x,u,-2%,7%,x,x
COc1cccc2c(C)c(C(=O)O)[nH]c12,-22%,-3,-10%,-34%,10%,-22%
CN(Cc1c(F)cccc1Cl)C(=O)CNC(=O)c1sc2ccccc2c1Cl,-21%,8,u,2%,u,x
COCCNC(=O)c1c(C)oc2nc(C)nc(N3CCOCC3)c12,x,-19,22%,5%,x,x

# All compounds of this part, from the start:
SMILES,AmpC inh no detg,HCMV antiviral,AmpC detergent,Sm TGR inh,HCV inhibitor,FBPA Giardia inh
Cc1ccc(Cn2nc(C)c(C(=O)NCC(c3cccs3)N3CCOCC3)c2Cl)cc1 (stereo not drawn),278%[activator],u,7%,3%,4%,x
Cc1c(-c2cccc(NC(=O)Nc3ccc(Cl)cc3)c2)nc2ncccn12,x,-86*,8%,2%,x,x
COc1ccc(-c2cc(C(=O)Nc3cc(C)nn3-c3ccccc3)no2)cc1OC,-23%,1&15,-4%&21%,u,u,1%
O=C(COC(=O)c1cc([N+](=O)[O-])ccc1N1CCOCC1)Nc1ccc(Cl)cn1,-57%,-102*,2%,1%,u,x
CC(=O)Nc1c(C(=O)NCc2ccccc2)nnn1Cc1ccccc1,-11%,50,u,17%,8%,0%
O=C(NCC(=O)N1CCN(Cc2ccccc2)CC1)c1cccs1,-24%,44,x,x,7%,x
Cc1ccc(S(=O)(=O)N(C)C)cc1NC(=O)CCc1ccccc1,-27%,3,3%,3%,-1%,3%
O=c1[nH]c2ccccc2c(=O)n1-c1ccc(Cl)c(Cl)c1,x,-21,15%,11%,x,x
N#C/C(=C\Nc1ccc(Cl)cc1)S(=O)(=O)c1ccccn1,-13%,12,7%,-1%,-3%,-1%
Nc1nc(Nc2cccc(Cl)c2)sc1C(=O)c1ccc(F)cc1,x,u,-2%,7%,x,x
COc1cccc2c(C)c(C(=O)O)[nH]c12,-22%,-3,-10%,-34%,10%,-22%
CN(Cc1c(F)cccc1Cl)C(=O)CNC(=O)c1sc2ccccc2c1Cl,-21%,8,u,2%,u,x
COCCNC(=O)c1c(C)oc2nc(C)nc(N3CCOCC3)c12,x,-19,22%,5%,x,x
COc1cc(C=O)c(Br)cc1OCC(=O)NCc1ccccc1,-4%,-25,-7%,3%,-9%,0%
Cc1ccc(S(=O)(=O)N(C)c2ccc(OCC(=O)Nc3ccc(C(=O)N(C)C)cc3)cc2)cc1C,-8%,0,-20%,-4%,12%,x
O=C(O)c1ccc(S(=O)(=O)N2CCCC2)cc1,1%,21,u,8%,u,8%
CC(C)N=C(NC#N)SCc1ccc(Br)cc1,-19%,3,u,-1%,6%,0%
C=CCOc1ccc(/C=N/NC(=O)c2cc3c(OC)cc(OC)cc3[nH]2)cc1,-29%,40,-2%,2%,u,7%
CC1(C)SC[C@H](C(=O)Nc2cccc(Cl)c2)N1C=O,-9%,45,-2%,11%,-5%,2%
CCP(=O)(CC)C(C)(C)CP(=O)(c1ccccc1)c1ccccc1,-20%,u,0%,5%,-12%,9%
COCC1CCCCC1OS(N)(=O)=O (stereo not drawn),-4%,-22,-10%,8%,24%,4%
COc1ccc(OC)c(C(C)NC(C)=O)c1 (stereo not drawn),-6%,4,u,4%,17%,4%
CCN(CC)c1ccc(NC(=O)c2nc3nc(C)cc(C(F)F)n3n2)cc1,3.2µM*,-24,9%,-4%,u,-21%
COC(=O)c1ccc(OC)c(-c2c(OC)cc(OC)cc2OC)c1,11%,-28,u,-8%,6%,3%
O=C(CN1C(=O)c2ccccc2C1=O)NCCc1c[nH]c2ccc(Cl)cc12,-46%,u,4%,-5%,u,-1%
CC(=O)N1N=C(c2cccc([N+](=O)[O-])c2)OC1c1ccc(Br)cc1 (stereo not drawn),3%,39,-13%,10%,-5%,-1%
CCCNC(=O)C(=O)N/N=C/c1cccs1,-6%,-28,u,-4%,11%,4%
COc1cccc(C2Nc3ccc4ccccc4c3C3=C2C(=O)CCC3)c1O (stereo not drawn),-11%,u,0%,2%,-27%,1%
CCOc1ccc(/C(C)=N\NC(=O)Cc2ccccc2)cc1,0%,-4,3%,5%,-13%,4%
CCOc1ccc(-c2n[nH]c(C(=O)NN)c2C)cc1,28µM*,11,-12%,-7%,u,5%
CCN(CC)S(=O)(=O)c1ccc2c(c1)c(=O)c(C(=O)N1CCN(c3cccc(C)c3)C(C)C1)cn2C (stereo not drawn),x,13,0%,6%,x,x
O=C(CCc1nc2sc3c(c2c(=O)[nH]1)CCCC3)Nc1ccccc1Cl,-22%,-27,-14%,-1%,4%,x
CCn1c(NC(=O)C(C)C)c2ccccc2nc1=O,-28%[2.29 µM],34,3%,5%,18%,4%
Cc1nc2cc(C(F)(F)F)ccc2n1C1CCN(CC(=O)N2CCCC2)CC1,88%[activator],-16,1%,7%,-2%,4%
CCCCNCCCOc1ccc(C)cc1Br,-4%,6,-1%,0%,-15%,u
CCOC(=O)N1CCN(C(=O)CSc2ccc(-c3ccccc3)nn2)CC1,29%,23,4%,19%,-24%,3%

# Fetched one by one from the list above (2):
SMILES,AmpC inh no detg,HCMV antiviral,AmpC detergent,Sm TGR inh,HCV inhibitor,FBPA Giardia inh
COc1cccc(C2Nc3ccc4ccccc4c3C3=C2C(=O)CCC3)c1O (stereo not drawn),-11%,u,0%,2%,-27%,1%
CCN(CC)S(=O)(=O)c1ccc2c(c1)c(=O)c(C(=O)N1CCN(c3cccc(C)c3)C(C)C1)cn2C (stereo not drawn),x,13,0%,6%,x,x

# Continued.
SMILES,AmpC inh no detg,HCMV antiviral,AmpC detergent,Sm TGR inh,HCV inhibitor,FBPA Giardia inh
CC(=O)N[C@@H](Cc1c[nH]c2ccccc12)C(=O)OCC(=O)Nc1ccc(S(=O)(=O)N(C)C)cc1,37%,u,-9%,-1%,0%,-3%
COc1ccc(Cl)c2sc(N(CCN(C)C)C(=O)c3ccc4c(c3)OCCO4)nc12,-8%,-27,-18%,5%,u,x
CCOc1ccc(NC(=S)NCc2ccc3c(c2)OCO3)cc1,-56%,11,6%,5µM*,1%,-2%
Cc1ccc(SCCNC(=S)Nc2ccc(C)c(C)c2)cc1,-32%,6,-14%,12%,-22%,1%
COc1cccc([C@@H]2CC=C(C(=O)O)[C@H](c3ccc(F)cc3)N2S(=O)(=O)c2ccc(C)cc2)c1,-28%,3,-1%,-20%,23%,x
CC(=O)N1CCN(C(=O)c2ccc(Oc3ccccc3)cc2)CC1,-4%,u,-3%,-1%,1%,5%
Cc1nc(NC(=O)C23CC4CC(CC(C4)C2)C3)sc1Cc1ccc2c(c1)OCO2,-23%,81,-14%,1%,u,1%
O=C(CSc1nc(C(F)(F)F)cc(=O)[nH]1)Nc1nccs1,-3%,-27,-14%,-3%,39%[activator],x
COc1ccc(N2CCN(CCNC(=O)C3CC(=O)N(C4CCCC4)C3)CC2)cc1 (stereo not drawn),-2%,-27,-1%,7%,4%,-1%
COc1ccc(NC(=O)c2ccccc2)c([N+](=O)[O-])c1,-5%,-16,2%,12%,u,1%
CCOc1ccc(N(CC(=O)NCc2ccc(F)cc2)C(=O)c2ccco2)cc1,10%,-3,-8%,-15%,-5%,7%
CC(Oc1ccc2ccc(=O)oc2c1)C(=O)NCCN1CCOCC1 (stereo not drawn),-5%,-18,2%,-10%,14%,-3%
COc1ccc(C(=O)N/N=C(\C)CC(=O)Nc2ccc3c(c2)OCO3)cc1,-37%,-5,-1%,u,14%,-10%
C[C@@H]1NS(=O)(=O)[C@H]2C[C@@H]3C=C[C@]2(O3)[C@H]1OC(=O)c1ccccc1Br,-12%,14,-2%,-18%,0%,x
Cc1cccc(NC(=O)CSc2nsc(SCC(=O)Nc3cccc(C)c3)c2C#N)c1,-39%,75,1%,-4%,u,5%
O=C(N/N=C/c1ccccc1Br)c1cccc(S(=O)(=O)N2CCOCC2)c1,103%[activator],-12,-2%,-20%,-27%,x
O=C(c1ccc(CS(=O)(=O)c2c(Cl)cccc2Cl)o1)N1CCN(c2ccccc2)CC1,x,-33,-11%,-14%,x,x
COc1ccc(/C=N/Nc2nncc3ccccc23)c(OC)c1,-3%,130,-1%,4%,-6%,2%
CCOc1c2ccc(C(=O)NCc3ccc(C(F)(F)F)cc3C(F)(F)F)cc2nn1C,48%,-19,u,0%,u,3%
COc1cc(OC)cc(C(=O)Nc2ccc(S(=O)(=O)Nc3cc(C)nc(C)n3)cc2)c1,-49%,16&82,11%&-13%,2%&-17%,9%,13%
CSc1cccc(NC(=O)c2sc3nc4n(c(=O)c3c2C)CCC4)c1,120%[activator],35,-2%,-3%,u,x
CCOc1ccc(S(=O)(=O)n2nnc3ccccc32)cc1C(C)C,-20%,x,-12%,2%,11%,21%
CC(C)CCNc1ncnc2c1cnn2-c1cccc(Cl)c1,x,59,9%,1%,x,x
CSc1ccc(CCNC(=O)c2cc3cc(S(=O)(=O)N4CCCCC4)ccc3n2C)cc1,x,-67*,0%,-1%,x,x
CCOc1ccc(NS(=O)(=O)c2ccc(OCC)c3ncccc23)cc1,7%,14,4%,-1%,u,7%
COc1cc(Cl)c(NC(=O)c2cc(S(=O)(=O)N3CCCCC3)c[nH]2)c(OC)c1,x,-15,4%,-9%,x,x
COCC1CCCCN1C(=O)c1ccc(OC2CCN(CCc3ccccc3)CC2)cc1 (stereo not drawn),107%[activator],0,-2%,-18%,-8%,7%
CCOc1cc(CNc2ccccc2)cc(Br)c1OCC(=O)NC(C)(C)C,31%,-97*,6%,2%,13µM*,1%
CC(C(=O)Nc1ccc(Cl)cc1Cl)N1C(=O)NC2(CCCC2)C1=O (stereo not drawn),-15%,16,-12%,2%,-2%,13%
O=C(Cn1ccc2ccccc2c1=O)NCC1COc2ccccc2O1 (stereo not drawn),u,62,u,-10%,0%,0%
CC1=NN(C(=O)c2ccoc2C)C(O)(C(F)(F)F)C1 (stereo not drawn),-13%,54,-1%,8%,20%,2%
